# Source: PubChem BioAssay (several laboratories)
# EP2 modulator – modulators of human EP2 prostaglandin E2 receptor | P43116 | EP2-expressing cells, cAMP HTRF FRET, PGE2 co-stimulation | induction, % at 25 µM | hit rate 0.83% among 260,000;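 active = compounds whose cAMP rise, as percent of the full-agonist control response, exceeds 60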;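 also: rat C6 glioma line stably carrying human EP2 under a CMV promoter; the protocol text gives 20 µM as final concentration; 100% = response of wells given 1 µM PGE2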
# TNF necrop inh – blocks TNF-alpha induced death of Jurkat FADD-/- cells; Jurkat FADD-/- TNF necroptosis rescue, ATP luminescence, 24 h; 0 = TNF only, 100 = no-TNF cells; activation (protection from cell death), % at 10 µM; hit rate 0.068% among 220,000;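 active = activation, meaning protection from cell death, of at least 50% relative to plate controls; inactive = activation below 50%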;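 also: necroptosis triggered by 40 ng/mL TNF-alpha added together with compound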
# Hck Nef HTS – human Hck-Nef kinase inhibition | P08631 | Recombinant Hck-YEEI plus Nef, Z-Lyte FRET kinase assay | inhibition, % at 20 µM | hit rate 0.68% among 220,000;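 active = Hck-Nef kinase inhibition above about 50%, limit read from the data; inactive = inhibition below that limit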;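 also: 0% = DMSO with Hck plus Nef and 100% = Hck alone without Nef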
# Runt-CBFb FRET – inhibitors of human RUNX1 Runt domain binding to CBFb; AID 1496; Q01196+Q13951; inhibition, % at 20 µM; Cerulean-Runt/Venus-CBFb FRET ratio 530/480, 1 h; hit rate 0.46% among 220,000;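 active = inhibition over about 50% at 20 µM in the single-dose screen, limit read from the data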;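 also: 0% = DMSO wells and 100% = excess unlabeled CBFb competitor control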
# Target sequence (Q01196 whole entry, looked up, the tested form may be a part): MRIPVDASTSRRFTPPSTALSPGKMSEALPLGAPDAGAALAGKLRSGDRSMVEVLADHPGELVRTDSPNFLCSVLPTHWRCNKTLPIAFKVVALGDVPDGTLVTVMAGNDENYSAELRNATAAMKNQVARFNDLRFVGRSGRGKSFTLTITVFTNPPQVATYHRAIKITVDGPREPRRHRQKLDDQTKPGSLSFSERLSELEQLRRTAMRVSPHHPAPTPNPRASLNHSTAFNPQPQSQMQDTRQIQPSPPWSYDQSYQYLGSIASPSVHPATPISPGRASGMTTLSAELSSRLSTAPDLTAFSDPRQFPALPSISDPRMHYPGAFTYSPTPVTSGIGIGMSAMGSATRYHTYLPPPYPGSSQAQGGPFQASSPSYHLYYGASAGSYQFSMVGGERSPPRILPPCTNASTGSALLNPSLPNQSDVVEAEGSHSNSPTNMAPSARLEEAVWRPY
# Target sequence (Q13951 whole entry, looked up, the tested form may be a part): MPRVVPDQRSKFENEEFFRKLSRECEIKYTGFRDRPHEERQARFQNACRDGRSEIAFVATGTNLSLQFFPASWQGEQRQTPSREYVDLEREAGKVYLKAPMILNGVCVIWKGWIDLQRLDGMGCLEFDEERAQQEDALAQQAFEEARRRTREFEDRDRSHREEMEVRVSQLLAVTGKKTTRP
#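 Measured by: fluorescence energy transfer, 422 nm excitation, 530/480 nm emission; Assay system: Cerulean-Runt domain; Medium: Tris pH 7.5 buffer with BSA; Measure: loss of energy transfer signal; Controls: 5 µM unlabeled CBFb as full-inhibition high control; Incubation: protein complex preformed 1 h, compound exposure 1 h, room temperature, dark.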
# Runt-SMMHC FRET – blocks binding of human RUNX1 Runt domain to CBFb-SMMHC. Q01196+Q13951. Cerulean-Runt/Venus-CBFb-SMMHC FRET ratio 530/480, 1 h. inhibition, % at 20 µM. hit rate 0.74% among 220,000. AID 1434;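 active = mean inhibition across duplicate retests at 20 µM reaching about 50%, limit read from the data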;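 also: 0% = DMSO wells and 100% = wells with excess untagged CBFb-SMMHC; inhibitors lower the FRET ratio by blocking Runt binding to CBFb-SMMHC; some results filed as inactive read as strong as hits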
# L929 necroptosis – L929 zVAD cell death inhibition. hit rate 0.38% among 220,000. viability rescue, % at 10 µM. L929 zVAD necroptosis rescue, ATP luminescence, 24 h; with zVAD 60 µM. AID 1377;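 active = activation, scaled between plate controls, above about 75%, limit read from the data; inactive = activation under that limit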;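 also: 0% = zVAD with DMSO and 100% = DMSO alone without zVAD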
# RBBP9 inhibitor – blocks human serine hydrolase RBBP9 | hit rate 0.2% among 220,000 | recombinant RBBP9, FP-Rh probe fluorescence polarization | inhibition, % at 7.94 µM | AID 1515 | O75884;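 active = inhibition above the campaign mean of all tested compounds plus 3 SD, cut at about 14% in these data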;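 also: plate controls were DMSO wells with RBBP9 for no effect and wells lacking RBBP9 protein for full effect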
# Target sequence (O75884 whole entry, looked up): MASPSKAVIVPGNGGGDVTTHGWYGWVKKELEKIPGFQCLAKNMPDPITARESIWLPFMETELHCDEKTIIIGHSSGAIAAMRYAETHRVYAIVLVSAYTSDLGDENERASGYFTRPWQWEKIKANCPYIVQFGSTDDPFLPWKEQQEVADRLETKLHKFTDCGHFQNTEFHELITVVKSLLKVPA
#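 system = RBBP9 protein | input = RBBP9 at 2.5 µM in dispensed solution, before mixing | measured by = fluorescence polarization (mP), excitation 525 nm, emission 598 nm | incubation = enzyme-compound preincubation 30 min, then probe labeling 45 min, 25 °C | buffer or medium = Tris-NaCl-Pluronic buffer, pH 8.0 | compound = single dose 7.94 µM | also added = FP-Rh probe, 375 nM dispensing solution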
# PERK inh – human PERK inhibition, primary cell-based screen. CHO PERK-DD fusion, SEAP luminescence translation reporter. inhibition, % at 5.6 µM. hit rate 0.17% among 220,000;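 active = inhibition above the mean inhibition of all tested compounds plus 3 SD, set separately per screening campaign, cut at about 2.9% in these data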;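 also: PERK kinase domain activated by AP20187 dimerizer at 100 nM; 0% = DMSO with dimerizer and 100% = rapamycin at 8.4 µM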
# PGE2 EP2 inh – EP2 receptor (human) inhibition | P43116 | inhibition, % at 25 µM | C6 glioma cells expressing human EP2, cAMP TR-FRET; cells stimulated with saturating PGE2 | hit rate 0.52% among 260,000;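 active = percent inhibition above 40 after rounding to a whole number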;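 also: rat C6 glioma host cells with rolipram phosphodiesterase inhibitor present; the protocol text gives 20 µM as final concentration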
# * hit, by the source's call; nt = no result given; & = joins results of further samples. This is a subset; rates above refer to the full screens.
SMILES	PGE2 EP2 inh	TNF necrop inh	Runt-SMMHC FRET	L929 necroptosis	Hck Nef HTS	PERK inh	EP2 modulator	RBBP9 inhibitor	Runt-CBFb FRET
O=C(CCN1C(=O)c2ccccc2C1=O)N1CCN(c2ccccn2)CC1	8	2.7	0	3.8	-4	-1.0	23	3	-2
CC(=O)Nc1cccc(N(C)S(C)(=O)=O)c1	6	-1.8	2	0.2	8	1.4	12	-5	-1
CCCc1cc(C(=O)OC)c(NC(=O)CCCC(=O)O)s1	2	-0.3	3	0.0	15	-0.4	1	-6	0
O=C(NCc1cccs1)c1ccc(S(=O)(=O)N2CCCCC2)cc1	5	0.2	-5	2.3	27	0.6	-16	-9	0
COCCNC(=O)c1ccc2c3n(nc2c1)-c1ccc(C)cc1CO3	17	-3.1	5	-1.0	3	nt	-6	nt	2
O=S(=O)(c1ccccc1)N(CC(O)CN1CCCCC1)c1ccccc1 (stereo not drawn)	16	1.8	-4	1.5	9	-1.3	-13	-4	1
CC(C)Oc1ccc(C(=O)NCC(=O)OCC(=O)N(C)Cc2cccs2)cc1	3	1.3	1	3.3	13	0.5	21	2	-4
Cc1cccnc1NC(=O)C(C)N1C(=O)c2ccccc2C1=O (stereo not drawn)	2	0.8	0	-0.1	2	0.5	-9	-5	1
COc1ccc(/C=C/CN2CCN(CC(C)C)C(CCO)C2)cc1 (stereo not drawn)	6	2.6	4	1.4	19	0.2	-11	-4	2
COc1ccccc1CN(Cc1cc2cc3c(cc2[nH]c1=O)OCCO3)Cc1nnnn1Cc1ccco1	10	-0.3	-55	0.1	2	1.2	-15	1	-36
S=c1nc(-c2cc(Cl)ccc2Cl)[nH][nH]1	41*	-0.7	40	0.9	-3	0.3	58	-5	57*
Nc1ccc(S(=O)(=O)c2cccc(N)c2)cc1	6	-1.2	-2	0.3	4	1.7	-7	-5	1
Cc1nn(CCC(=O)O)c(C)c1C	8	0.2	-1	0.3	0	0.2	23	4	1
CCOC(=O)/C(C#N)=C/Nc1cc(OC)ccc1OC	13	0.5	15	0.3	3	-1.3	29	-8	2
CCOC(=O)c1c(NC(=O)OC)sc(C(=O)N(C)C)c1C	6	0.0	2	0.8	1	-1.2	39	6	2
CCOC(=O)COc1cc(OCC(=O)OCC)c2c(=O)cc(-c3ccccc3)oc2c1	6	-3.0	3	0.2	0	-0.4	-9	-2	-8
COc1ccc(-c2cc(C(F)(F)F)nc(SCCC(=O)NCc3ccco3)n2)cc1	8&9	-5.9	-3	-0.5	1	-1.8	23&9	3	-3
COC(=O)c1cc(NC(=O)Cc2ccc(OC)cc2)cc(C(=O)OC)c1	12	1.1	-2	-0.3	-1	-1.6	11	-1	-2
COc1c(C)cc(C(=O)C2CCCN(Cc3ccc(Oc4ncccn4)cc3)C2)cc1C (stereo not drawn)	5	-0.8	0	-0.3	-2	-0.5	-11	-4	-4
Cc1cc(=O)oc(C)c1C(=O)NCc1cccnc1	7	-1.5	-4	-0.4	0	0.8	7	-15	2
O=C(NCC(=O)N(CCN1CCOCC1)C(C(=O)NC1CCCC1)c1cccs1)c1ccco1 (stereo not drawn)	22	-3.1	-1	-0.4	2	0.0	-4	-4	-1
CC(SCc1ccccc1)C(=O)N/N=C/c1ccc2c(c1)OCO2 (stereo not drawn)	10	-2.8	-5	-0.2	0	0.0	-39	-1	1
Cc1c(Cl)cccc1NC(=S)N(CCCN1CCOCC1)Cc1ccco1	12	1.1	2	0.6	18	0.6	-2	-5	1
Cc1sc(NC(=O)c2ccccc2)c(C(=O)N2CCN(C)CC2)c1C	2	-0.6	-2	-0.8	5	-1.2	-6	-15	-2
CN(C1CCS(=O)(=O)C1)S(=O)(=O)c1cccc2nsnc12 (stereo not drawn)	7	-0.4	5	-0.5	1	0.2	-16	-3	1
O=c1c2ccccc2nc2n1C(CSc1ccccc1)CS2 (stereo not drawn)	7	0.2	0	0.3	-11	1.2	4	6	3
Cc1cc(OCCCCOc2ccc(C#N)cc2)ccc1[N+](=O)[O-]	7	-1.2	-2	0.5	14	0.3	-27	-9	0
Cc1cccn2cc(COc3ccc(-c4ccccc4)cc3)nc12	7	-0.1	-11	-0.5	0	0.6	-72	-8	nt
OCCC1CN(Cc2cccn2-c2ncccn2)CCN1Cc1ccc(F)cc1 (stereo not drawn)	9	3.6	-3	0.5	-13	-0.3	9	-4	-3
c1ccc(COc2ccc(OCCN3CCCCC3)cc2)cc1	11	0.3	6	-0.5	6	0.1	-7	-8	-3
CC(OC(=O)c1ccccc1Br)C(=O)Nc1nc(-c2cccc([N+](=O)[O-])c2)cs1 (stereo not drawn)	8	2.2	2	0.9	1	1.2	-25	3	2
Cc1ccc2nc(N/N=C/c3ccccc3C#N)nc(-c3ccccc3)c2c1	10	-10	2	-0.2	1	-0.6	23	-2	-1
COc1ccc(NC(=O)COC(=O)c2cc(SC)ccc2Cl)c(OC)c1	10	0.6	-2	-0.3	-2	1.9	-2	-3	2
O=C(Oc1cccc2ccccc12)c1cc(Cl)nc2ccccc12	3	-1.6	0	1.5	0	0.5	16	0	4
COc1ccc(CCN2C(=NC(C)=O)SC3CS(=O)(=O)CC32)cc1OC (stereo not drawn)	9	1.2	-54	0.0	10	-0.4	5	-4	3
Cc1ccc(S(=O)(=O)CC(O)COc2ccc(F)cc2Cl)c(C)c1 (stereo not drawn)	6	0.4	-4	1.4	-8	1.3	-27	-4	0
C=CCOc1ccc2ccccc2c1/C=N/O	11	-1.2	-5	-0.1	-1	1.7	-32	-2	0
Cc1c(C(=O)Nc2nc3ccccc3[nH]2)oc2ccccc12	14	-4.4	-4	1.9	-14	-1.2	-1	-9	1
CC(C)CCNC(=O)COC(=O)/C=C/c1ccc2ccccc2n1	18	-0.8	-2	5.9	2	0.9	-40	-2	1
CC(OC(=O)Cn1c(C(F)(F)F)nc2ccccc21)C(N)=O (stereo not drawn)	12	-1.4	-1	0.3	0	0.5	34	-11	-4
COC(=O)c1cc(C(=O)N(Cc2ccccc2)c2ccccn2)cc([N+](=O)[O-])c1	6	0.3	-2	-0.2	2	-1.0	5	-7	0
Cc1ccc(C(=O)Oc2coc(CSc3nnc(NC(=O)c4cccs4)s3)cc2=O)cc1	12	-0.5	-5	-0.2	1	-0.2	11	-19	0
Cc1cc(C)nc(S/C=C/C(=O)c2ccc(F)cc2)n1	8	-25	2	-0.6	-30	0.0	-37	-7	11
Cn1c(CCN2CCCCC2)nc2cc([N+](=O)[O-])ccc21	9	1.7	0	0.5	2	0.3	13	-4	-3
COCCN(C(=O)CCCC(=O)Nc1ccccn1)C(C(=O)NC1CCCCC1)c1ccc(C)cc1 (stereo not drawn)	10	0.0	-5	-0.6	2	-1.7	27	3	-8
CCNS(=O)(=O)c1ccc(NC(=O)c2ccc(Cn3cc(Br)cn3)o2)cc1	15	5.0	3	1.3	5	-0.6	17	-6	-1
O=C(c1ccc(C(=O)N2CCN(c3ccccc3F)CC2)nc1)N1CCN(c2ccccc2F)CC1	9	-0.2	0	-1.1	19	-0.5	16	2	-3
COc1ccc(N/C=C(/C(C)=O)c2ccccc2)cc1	12	-2.3	-2	-0.3	0	0.3	-3	-9	0
C/C=C/Cn1c(SCc2ccc(Cl)cc2)nc2c1c(=O)[nH]c(=O)n2C	7	-6.0	4	-0.1	0	0.2	63*	4	4
C/C(=N/Nc1ccc(C(=O)O)cc1)c1ccc(O)c(O)c1O	3	0.5	9	0.0	8	1.2	3	-5	13
Cc1ccccc1Cn1cnc2c(oc3ccccc32)c1=O	5	1.0	1	0.9	24	-0.1	-22	-2	0
Nc1cc(Cl)nnc1Cl	3	3.8	-1	0.6	6	0.6	-6	-14	-1
CC(C)(C(=O)Nc1nccs1)c1ccccc1	11	1.4	-6	2.3	28	1.2	11	2	-2
Cc1c(Cl)cccc1NC(=O)C1Cc2ccccc2CN1C(=O)c1ccccc1 (stereo not drawn)	12	1.5	-1	1.4	0	-0.4	24	-12	0
CCOc1cc(C2C(C(=O)OC)=CN(C3CCCC3)C=C2C(=O)OC)cc(Br)c1O	13	-0.8	55	-0.2	2	-0.7	59	-3	24
CCOC(=O)c1sc(C)c2c1NC1(CCCCC1)NC2=O	19	-2.1	-2	9.5	1	-1.9	27	-5	-3

# Continuation:
SMILES	PGE2 EP2 inh	TNF necrop inh	Runt-SMMHC FRET	L929 necroptosis	Hck Nef HTS	PERK inh	EP2 modulator	RBBP9 inhibitor	Runt-CBFb FRET
O=C(Nc1ccc2oc(=O)ccc2c1)c1ccco1	8	-0.7	-1	-0.2	6	-0.6	28	-1	0
CCCCOC(=O)C1=C(C)NC(=O)NC1c1ccc([N+](=O)[O-])s1 (stereo not drawn)	9	-7.2	-3	0.1	11	1.1	27	-3	-4
CCOCCn1c(CN2CCN(c3ccc(OC)cc3)CC2)nc2c1c(=O)n(C)c(=O)n2C	19	-1.5	nt	-0.8	10	-1.0	nt	-3	nt
Cc1ccc(-c2nnc(OCCN3CCOCC3)c3ccccc23)cc1	15	-4.9	1	-0.8	2	-1.0	14	-2	-1
Clc1cccc(-c2nnc(-c3ccno3)o2)c1	5	0.8	0	0.6	20	0.2	23	-4	1
CCOc1ccc(Nc2nc(N)nc(CN3CCN(c4ccccc4F)CC3)n2)cc1	4	-1.0	1	1.2	20	-0.7	-5	-6	-4
Cc1ccc(S(=O)(=O)NC2CCCC2)cc1C	10	-0.9	-6	-0.5	-22	0.3	3	-2	2
Cc1ccc(NC(=O)COC(=O)c2ccc(F)cc2Cl)c(Br)c1	2	-0.1	-3	0.8	21	0.4	-22	-4	-3
O=C(Nc1cc(S(=O)(=O)N2CCOCC2)ccc1N1CCOCC1)c1ccc(Cl)nc1	4	0.9	0	-0.1	18	0.4	-5	-3	1
O=C1c2ccccc2NC(c2ccc(Cl)cc2Cl)N1Cc1ccccc1 (stereo not drawn)	9	1.8	-6	-0.3	-24	-1.5	61*	-10	-2
Cc1cccc(OCCNc2ccc(C(F)(F)F)cc2[N+](=O)[O-])c1	6	1.0	-15	-0.1	5	1.0	26	-7	-9
O=C1C2C3C=CC([C@@H]2C(=O)N1C1CC1)[C@H]1C(=O)N(C2CC2)C(=O)C31 (stereo partly drawn)	5	-0.3	0	-0.1	0	0.9	20	-8	0
O=C(NCc1ccc2c(c1)OCO2)Oc1ccccc1	7	4.4	-2	1.1	1	0.8	-13	6	1
Cc1ccc(NC(=O)CCSc2nnc(C)s2)cc1	9	-0.3	4	0.6	1	2.9*	-12	10	-1
